Assay outcomes from PubChem BioAssay.
Vif-APOBEC3F blk: blocks the Vif interaction with APOBEC3F | HeLa A3F-eYFP + Vif (tagged APOBEC3F with the HIV-1 protein that degrades it), YFP fluorescence increase | Potency, µM (doses to about 46.1 µM), without a hit: at the highest dose activity, negative = active | 390,000 compounds, 0.2% hits | AID 602313; note: potency is the fitted concentration of half-maximal effect; % of control where 0% means no effect; nearly all actives have a fitted effect of over 65% in size
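HeLa cells stably expressing Vif plus C-terminally eYFP-tagged A3F were seeded, incubated overnight at 37 deg C, dosed with compound, incubated overnight again at 37 deg C. Yellow fluorescence (Ex 488/Em 500-530) reported blocked Vif-mediated A3F-eYFP degradation.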
LDHA inh: LDHA (human) enzyme inhibition; P00338; purified LDHA, NADH/diaphorase-resazurin fluorescence; stronger effect = lower value; activity change, % (values are at about 110 or 230 µM); 480,000 compounds, 0.15% hits; in the data active = activity change below about -30%; inconclusive = mostly about -25% to -30%;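 note: plate controls were DMSO wells for no effect and wells without enzyme for full effect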
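Remaining NADH was detected by diaphorase (0.133 mg/mL) converting 37 µM resazurin to fluorescent resorufin, read at 0 and 20 minutes. The preceding 5-minute room-temperature reaction used 2 nM LDHA, 0.2 mM sodium pyruvate and 0.06 mM NADH at pH 7.4.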
D1 potentiator: human D1 dopamine receptor positive modulation; HEK293 TREx D1 cells, calcium flux, dopamine EC20 potentiation; potentiation, % at 10 µM; 360,000 compounds, 0.036% hits; AID 504651; in the data active = potentiation above about 30%; note: 0% is about no effect
Target sequence (P21728 whole entry, looked up): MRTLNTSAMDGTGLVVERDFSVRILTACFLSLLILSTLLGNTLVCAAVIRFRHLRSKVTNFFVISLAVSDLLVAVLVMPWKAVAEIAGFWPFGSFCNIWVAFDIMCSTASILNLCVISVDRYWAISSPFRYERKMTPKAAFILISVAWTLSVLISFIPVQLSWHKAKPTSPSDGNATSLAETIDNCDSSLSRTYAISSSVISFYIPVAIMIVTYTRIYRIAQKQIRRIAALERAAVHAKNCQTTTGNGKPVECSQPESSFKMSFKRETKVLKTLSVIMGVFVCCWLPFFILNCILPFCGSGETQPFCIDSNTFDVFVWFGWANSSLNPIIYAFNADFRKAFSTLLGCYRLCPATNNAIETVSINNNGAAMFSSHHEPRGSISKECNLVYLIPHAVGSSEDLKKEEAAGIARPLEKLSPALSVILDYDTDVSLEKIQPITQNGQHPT
D2 PAM: D2 dopamine receptor (human) potentiation. HEK293 T-REx D2, calcium flux, EC20 dopamine potentiation. 340,000 compounds, 0.34% hits. potentiation, % at 10 µM. AID 485347. P14416;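 active = potentiation over 3 SD above the plate norm, cut at about 30% in these data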; note: 0% is about no effect
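Cells plated with tetracycline inducer and held overnight at 30 C; calcium dye loaded 30–90 min at room temperature; baseline taken, compound added and read 180 s; EC20 dopamine then added and read 180 s.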
Glioma ERSR ind: ER stress response induction in glioma; 420,000 compounds, 0.02% hits; U87-MG GRP78 promoter luciferase reporter, 16 h; Potency, µM, without a hit: at the highest dose activation, actives largely listed as activators; note: potency is the fitted concentration of half-maximal effect; series mostly up to about 76 µM; % of control where 0% means no effect; nearly all actives have a fitted effect of over 35% in size
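Stably transfected U87-MG human glioma cells carrying a GRP78-based luminescent sensor were seeded at 1000 cells/well, pin-dosed with compounds and incubated 16 h. Luciferase reagent was then added, and end-point luminescence was read after 10 min at room temperature.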
Vif-APOBEC3G blk: inhibitors of Vif-APOBEC3G interaction; Q9HC16; HeLa A3G-eYFP + Vif (tagged APOBEC3G with the HIV-1 protein that degrades it), YFP fluorescence, overnight; Potency, µM (highest dose often 46.1 µM), for the others: at the top dose activity, negative = active, hits mostly inhibitors; 410,000 compounds, 0.076% hits; AID 602310;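 note: potency is the fitted concentration of half-maximal effect; % is set by controls: 0 for no effect and ±100 for the full control effect; nearly all actives have a fitted effect of over 60% in size; hits raise eYFP signal because A3G escapes Vif-driven loss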
Target sequence (Q9HC16 whole entry, looked up): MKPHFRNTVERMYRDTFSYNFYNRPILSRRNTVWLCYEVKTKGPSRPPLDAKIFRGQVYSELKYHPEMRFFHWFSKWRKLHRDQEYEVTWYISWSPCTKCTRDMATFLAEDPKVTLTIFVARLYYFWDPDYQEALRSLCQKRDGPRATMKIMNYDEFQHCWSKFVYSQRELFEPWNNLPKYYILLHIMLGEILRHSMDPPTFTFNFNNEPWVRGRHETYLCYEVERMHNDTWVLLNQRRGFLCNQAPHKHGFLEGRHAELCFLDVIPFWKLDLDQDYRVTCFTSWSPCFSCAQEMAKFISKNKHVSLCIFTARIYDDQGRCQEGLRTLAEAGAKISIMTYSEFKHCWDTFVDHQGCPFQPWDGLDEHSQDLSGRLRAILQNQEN
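Read-out is eYFP fluorescence (Ex 488/Em 500-530) from Vif-expressing HeLa A3G-eYFP cells; more signal means A3G escaped Vif-mediated degradation. Cells plated overnight, compound pinned in, incubated overnight at 37 deg C.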
D1 agonist: agonists of human D1 dopamine receptor | HEK293 T-REx D1 cells, calcium flux, agonist mode | activation, % at 2 µM | 360,000 compounds, 1% hits; in the data active = activation above about 30%; note: 0% is about no effect
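Inducible HEK293 T-REx D1 cells, force-coupled to calcium signalling, were plated at 4000 cells/well with tetracycline and held overnight at 30 C. After no-wash calcium dye loading, compound-evoked calcium rise over 180 s flagged agonists.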
RXFP1 ag: agonists of human relaxin receptor RXFP1. 370,000 compounds, 0.3% hits. HEK293T-RXFP1 cAMP TR-FRET, 30 min; response scale: percent of porcine relaxin response, buffer zero. AID 2676. Potency, µM (top dose mostly 57.5 µM), for the others: at the top dose activation, actives largely listed as activators; note: potency is the fitted concentration of half-maximal effect; % is set by controls: 0 for no effect and ±100 for the full control effect; nearly all actives have a fitted effect of over 60% in size; many of its hits are not listed in these tables
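Agonist response is measured as cAMP accumulation in an RXFP1-transfected HEK293T line under PDE4 inhibition. Values are scaled between buffer-only and 29 nM porcine relaxin, and EC50s come from standard Hill equation fits.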
D1 antagonist: human D1 dopamine receptor antagonism; P21728; HEK293 TREx D1 cells, calcium flux, dopamine EC80; stronger effect = lower value; activity change, negative = inhibition, % at 10 µM; 360,000 compounds, 3.2% hits; in the data active = activity change below about -30%; note: % is set by controls: 0 for no effect and ±100 for the full control effect
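Tetracycline-induced HEK293 Trex D1 cells, force-coupled to calcium, dye-loaded; compounds added and read 180 s, then EC80 dopamine added and calcium flux tracked kinetically another 180 s.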
Numbers without * were called inactive; ? = inconclusive; . = not tested or not shown; & = joins results of further samples. Unless noted, calls come from the whole dose curve; as a rule, active = well fitted curve in the direction sought with a large enough effect; inconclusive = small, poorly fitted or top-dose-only effect, or another doubt; inactive = no such curve, though single readings can be large; an effect the other way counts as inactive or inconclusive. A portion of the library; rates above refer to the full screens.

SMILES	Vif-APOBEC3F blk	LDHA inh	D1 potentiator	D2 PAM	Glioma ERSR ind	Vif-APOBEC3G blk	D1 agonist	RXFP1 ag	D1 antagonist
CS(=O)(=O)/C(C#N)=C/c1c(-c2ccccc2)nc2n1CCS2	12.7%	0.8	-2.7	-5.9	-1.1%	3.8%	1.0	0.2%	-2.2
C=CC[C@@H](CC(=O)N[C@H](CO)Cc1ccccc1)C(=O)N[C@H](COC(=O)[C@@H](CC=C)Cc1ccc(F)cc1)Cc1ccccc1	3.8%	-6.6	.	.	-1.4%	-8.5%	.	.	.
COc1c(Cl)cc(Cl)cc1C(=O)Nc1cccc(-c2nc3ccccc3o2)c1C	-3.0%	-4.9	-1.6	5.2	-5.3%	4.6%	-0.9	0.0%	-5.8
CCOC(=O)CCCCCC(=O)Nc1ccc2c(c1)C(=O)N([C@@H](C)CO)C[C@@H](C)[C@H](CN(C)S(=O)(=O)c1cccs1)OCCCC[C@H](C)O2	-1.5%	-0.5	.	.	-1.1%	2.9%	.	.	.
CC(=O)c1cn(CC(=O)Nc2ccccc2C(F)(F)F)c2ccccc12	-0.7%	-9.1	-1.2	-0.8	-5.3%	-1.3%	4.8	0.8%	-23.1
COc1cccc(/C=N/NC(=O)CSc2nnc(C)n2-c2ccccc2)c1O	-4.7%	6.6	-3.7	-6.6	-1.6%	1.3%	1.2	0.1%	-14.9
O=C(COC(=O)c1ccccc1SCC(=O)N1CCCC1)NC1CCS(=O)(=O)C1 (centres undefined)	-17.7%	-3.4	2.5	1.7	-3.5%	2.0%	1.2	-0.1%	6.0
CCn1c2ccccc2c2cc(NC(=O)C3CCN(S(=O)(=O)c4cccs4)CC3)ccc21	0.8%	-9.3	0.6	4.6	-2.9%	-0.7%	-1.0	-0.3%	-2.3
CCCN=C1N(C)C[C@@H]2[C@@H]3C(=O)N(C)C(=O)[C@@H]3[C@](CC)(C(=O)OC)N12	-3.7%	0.9	.	.	-1.7%	0.8%	.	.	.
CCOc1ccc(C(=O)/C=C/Nc2ccc(S(=O)(=O)N=C(N)N)cc2)cc1	-6.1%	-6.1	-1.1	-10.9	-3.8%	-1.1%	0.7	-1.5%	-15.2
COc1ccc(OC)c(S(=O)(=O)NCCc2sc(C)nc2C)c1	6.6%	-3.7	-2.8	-2.0	-1.9%	4.1%	-0.3	4.6%	-5.9
Cc1cccc(NC(=S)NC(=O)C2CC2)c1	.	.	2.1	-2.2	.	.	3.0	-1.2%	-4.5
N#CC1(NC(=O)COC(=O)CSc2ccc(F)cc2)CCCCC1	7.9%	-1.9	-0.8	3.4	1.1%	3.4%	2.8	1.2%	12.8
COc1cc(/C=C/C(=O)NC(C)(C)C)ccc1OCc1ccccc1	0.9%	3.2	-0.1	-4.7	-4.1%	1.2%	2.5	0.5%	2.7
COc1ccccc1CN(C)CC(=O)Nc1cccc(S(=O)(=O)N2CCCCC2)c1	-4.0%	-3.5	-4.8	2.5	-3.4%	2.0%	7.9	2.7%	2.3
Cn1nnnc1SCc1nnc(-c2ccc(F)cc2)o1	2.5%	-9.9	-3.9	-2.4	-5.1%	-2.8%	0.3	-0.1%	6.8
COc1cc(C(=O)c2ccccc2Cl)c([N+](=O)[O-])cc1OC	-6.4%	-1.5	-8.1	12.6	-1.8%	7.0%	0.8	2.3%	-7.5
COc1ccc(NC(=O)CCN2CCCCCC2)cc1	-3.2%	-4.1	-3.8	-12.3	-3.5%	1.8%	1.7	-1.5%	-1.9
COc1ccc(NC(=O)C2CC(=O)N(c3ccccc3C)C2)c(OC)c1 (centres undefined)	6.6%	-9.1	-4.0	.	-1.9%	-0.4%	1.0	-0.3%	-14.4
O=C(NCc1ccccn1)C1CC(c2ccccc2Cl)=NO1 (centres undefined)	-0.7%	-4.6	-1.1	-7.2	2.9%	1.3%	2.7	4.0%	-6.2
COc1ccc(-n2ccn3c(CC(C)(C)CC(=O)O)nnc3c2=O)cc1	-1.2%	0.5	0.7	-0.1	-3.7%	1.6%	2.0	5.0%	-20.7
CCOC(=O)c1sc2ncn(CC(=O)Nc3ccc(C)cc3C)c(=O)c2c1C	-5.5%	-3.3	-0.1	-0.5	-2.8%	-0.6%	1.7	7.9%	-14.8
Clc1cccc(Cl)c1OCCOCCNCc1ccccc1	-7.9%	-18.1	-8.5	-26.3	-2.6%	-1.6%	11.2	-0.4%	-39.7*
c1ccc(CN2CCN(c3ncccn3)CC2)cc1	7.6%	-19.7	-8.8	-24.9	0.3%	3.3%	-0.9	1.4%	-11.3
FC(F)(F)c1ccc(/C=N/n2c(COc3ccccc3)n[nH]c2=S)cc1	1.4%	-6.3	-0.2	5.3	-4.3%	1.3%	-0.3	-1.5%	-1.1
CC(=O)c1c[nH]c(C(=O)Nc2ccc(N3CCCCCC3)cc2)c1	1.6%	-1.3	-3.5	8.6	-7.5%	-1.7%	2.0	0.5%	-1.8
CC(C)CCNC(=O)c1ccc2c(SCC(=O)O)c3c(nc2c1)CCC3	1.0%	-7.1	1.5	0.6	4.5%	-4.7%	0.9	7.5%	-19.7
Cc1cnc(C(=O)Nc2ccc(C(=O)N3CCCCC3)cc2)cn1	0.3%	-3.9	-4.5	.	-1.4%	-0.7%	2.5	0.5%	1.6
COc1ccc(CNC(=O)CN(Cc2ccc(C)cc2)C(=O)c2csnn2)cc1	17.3%	-2.9	-4.7	12.9	-3.2%	2.4%	-0.4	4.3%	3.4
Cc1cccc(C(=O)Nc2cccnc2Cl)c1	9.7%	-1.7	6.2	0.9	-1.0%	-1.6%	-0.5	0.9%	10.8

Entries above with a thiophene ring, fused or not (three):
SMILES	Vif-APOBEC3F blk	LDHA inh	D1 potentiator	D2 PAM	Glioma ERSR ind	Vif-APOBEC3G blk	D1 agonist	RXFP1 ag	D1 antagonist
CCOC(=O)CCCCCC(=O)Nc1ccc2c(c1)C(=O)N([C@@H](C)CO)C[C@@H](C)[C@H](CN(C)S(=O)(=O)c1cccs1)OCCCC[C@H](C)O2	-1.5%	-0.5	.	.	-1.1%	2.9%	.	.	.
CCn1c2ccccc2c2cc(NC(=O)C3CCN(S(=O)(=O)c4cccs4)CC3)ccc21	0.8%	-9.3	0.6	4.6	-2.9%	-0.7%	-1.0	-0.3%	-2.3
CCOC(=O)c1sc2ncn(CC(=O)Nc3ccc(C)cc3C)c(=O)c2c1C	-5.5%	-3.3	-0.1	-0.5	-2.8%	-0.6%	1.7	7.9%	-14.8

Following part
SMILES	Vif-APOBEC3F blk	LDHA inh	D1 potentiator	D2 PAM	Glioma ERSR ind	Vif-APOBEC3G blk	D1 agonist	RXFP1 ag	D1 antagonist
Clc1ccc(-n2nnnc2Sc2ncnc3sccc23)cc1	1.1%	-4.8	.	.	-16.5%	?	.	.	.
COc1cccc(CNC(=O)c2ccc3oc(=O)n(Cc4ccccc4)c3c2)c1	-0.2%	-1.4	-0.5	.	-1.0%	3.1%	0.7	2.0%	-4.5
CCCCC1(CC)COC(c2ccccc2)OC1 (centres undefined)	?	-9.8	.	.	-2.4%	1.9%	.	.	.
CCc1cc2c(=O)c(-c3nc(C)cs3)coc2cc1OC(C)C(=O)NCCO (centres undefined)	-13.0%	-6.9	-2.4	-8.5	-4.1%	0.9%	-0.1	1.5%	-33.2*
COCCn1c(SCC(=O)N2CCCC2)nnc1C(C)C	-6.0%	-11.1	1.8	4.9	-4.5%	1.4%	2.3	0.6%	-10.0
Cc1cc(C)cc(Oc2ccc(-c3nnc(-c4ccccc4)o3)cc2[N+](=O)[O-])c1	6.5%	-2.6	-7.4	.	-4.5%	2.8%	2.4	-1.2%	-3.7
CCCNC(=O)c1cc(OC)c(OC)cc1[N+](=O)[O-]	16.1%	-8.0	-2.1	15.2	-2.8%	0.5%	1.6	0.9%	0.9
COc1nc(NCCO)nc(Nc2cc(Cl)ccc2OC)n1	-0.7%	-7.2	2.0	-1.2	-0.9%	0.9%	5.6	-0.4%	16.9
CCOC(=O)c1sc2ncn(CC(=O)Nc3ccc(N(C)C)cc3)c(=O)c2c1C	-0.3%	-0.1	1.6	-0.1	-2.0%	-1.5%	-0.5	0.5%	-3.0
COc1cc(OC)cc(N(C(=O)C2COc3ccccc3O2)C(C(=O)NC2CCCCC2)c2ccc(O)cc2)c1 (centres undefined)	4.8%	1.2	2.9	-3.1	-4.0%	-9.9%	1.7	-0.6%	7.2
O=C(CCN1C(=O)c2ccccc2C1=O)Oc1ccc2ccccc2c1	2.3%	-6.2	-4.8	15.2	0.9%	-4.1%	2.3	3.8%	1.9
O=C(COC(=O)C1CCCN1C(=O)c1cccs1)Nc1ccc2c(c1)OCO2 (centres undefined)	-1.9%	2.8	-1.9	.	-2.7%	0.1%	2.9	0.9%	-14.8
O=c1c2[nH]c3ccc(Cl)cc3c2ncn1CCN1CCCCC1	-7.7%	1.5	-2.0	-1.0	-1.7%	3.2%	0.6	1.2%	-28.5
COC(=O)c1c(C)oc2ccc(N(C(=O)c3ccncc3)S(=O)(=O)c3ccc(C)cc3C)cc12	1.7%	-2.6	2.4	7.4	-1.5%	-12.8%	4.3	4.9%	8.4
CCCCNC(=O)COC(=O)c1ccccc1F	-0.6%	-7.8	-0.7	1.9	0.1%	6.4%	2.6	0.0%	3.7
Cc1cccc(NC(=O)CSc2nc(C)c(CC(=O)c3ccc(Br)cc3)c(C)c2C#N)c1C	?	-8.8	1.6	3.3	-0.1%	?	-2.0	?	-0.8
O=C(Cc1cccc2ccccc12)NNC(=O)Nc1cccc(Cl)c1	-23.0%	-19.8	2.0	10.2	-7.0%	-8.3%	28.9	-2.8%	-14.7
Clc1ccc(Cn2ccc3ccccc32)cn1	-0.1%	-0.1&-11.0	-0.6	16.5	0.8%&-0.9%	-5.1%&-10.5%	3.2	-0.4%	5.9
